CHRM4 PAM: human M4 muscarinic receptor positive allosteric modulators, primary screen, CHO-K1 cells, Fluo-8 calcium fluorescence; Muscarinic acetylcholine receptor M4 (Homo sapiens), P08173; CHO-K1 hM4/Gqi5, ACh EC20; 0% = ACh EC20, 100% = maximal ACh; activation, % at 3 µM; hit rate 0.4% among 360,000; AID 624126, 2012;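 active means activation above its plate's cutoff, the mean activation of sample wells plus 3 SD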; further: some results filed as inactive read as strong as hits
CHRM5 agonist: human M5 muscarinic receptor agonists, primary screen, CHO-K1 cells, Fluo-8 calcium fluorescence | hit rate 0.19% among 360,000 | activation, % at 3 µM | AID 624037, 2012 | CHO-K1 hM5 cells; 0% DMSO wells, 100% maximal acetylcholine response | Muscarinic acetylcholine receptor M5 (Homo sapiens), P08912;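 active means activation above the run's mean over test compounds plus 3 SD, cut at about 23% in these data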;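 further: signal is peak over basal fluorescence ratio across the kinetic read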
CRFBP-R2 block: antagonists of CRF-BP/CRF-R2 complex, primary screen, cell-based, HEK293, calcium dye fluorescence, uHTS. CRF-induced calcium fluorescence. inhibition, % at 11.8 µM. hit rate 0.59% among 350,000. AID 588475, 2011;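 active means inhibition of the ligand-induced calcium signal above about 50% at the single tested concentration, limit read from the data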
M5 antag: human M5 muscarinic receptor antagonists, primary screen, CHO cells, Fluo-8 calcium fluorescence; Muscarinic acetylcholine receptor M5 (Homo sapiens), P08912; hit rate 0.59% among 360,000; inhibition, % at 3 µM; CHO-hM5 cells, ACh EC80;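 active means inhibition above a per-plate cutoff, the mean of that plate's test compounds plus 3 SD, cut at about 27% in these data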;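 further: 0% = acetylcholine EC80 with DMSO and 100% = DMSO without agonist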
CHRM4 agonist: human M4 muscarinic receptor agonists, primary screen, CHO-K1 cells, Fluo-8 calcium fluorescence; AID 624127, 2012; hit rate 0.14% among 360,000; CHO-K1 hM4/Gqi5; vehicle 0%, full acetylcholine response 100%; Muscarinic acetylcholine receptor M4 (Homo sapiens), P08173; activation, % at 3 µM;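 active means activation above the run mean over all test wells plus 3 SD, cut at about 32% in these data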;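 further: peak over basal fluorescence ratio per well then scaled between controls; 0% = DMSO wells and 100% = acetylcholine at EC100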
CHRM4 antagonist: human M4 muscarinic receptor antagonists, primary screen, CHO cells, Fluo-8 calcium fluorescence; Muscarinic acetylcholine receptor M4 (Homo sapiens), P08173; hit rate 0.73% among 360,000; inhibition, % at 3 µM; CHO-hM4 cells, ACh EC80;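 active means inhibition above its plate's cutoff, the mean inhibition of sample wells plus 3 SD, cut at about 27% in these data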;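 further: 0% = acetylcholine EC80 with DMSO and 100% = DMSO without agonist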
M5 PAM: human M5 muscarinic receptor positive allosteric modulators, primary screen, CHO-K1 cells, Fluo-8 calcium fluorescence | CHO-K1 hM5, ACh EC20 PAM; 0% = ACh EC20, 100% = ACh EC100 | AID 624038, 2012 | hit rate 0.3% among 360,000 | activation, % at 3 µM | Muscarinic acetylcholine receptor M5 (Homo sapiens), P08912;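 active means activation above the run cutoff, the mean activation of all test compounds plus 3 SD, cut at about 18% in these data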
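system = human M5 receptor in CHO-K1 cells | compound = one concentration, 3 µM final (nominal) | schedule = Post-acetylcholine fluorescence recording 140 s | signal = Fluo-8 calcium dye fluorescence, kinetic read | benchmarks = low control EC20 acetylcholine (0%), high control EC100 acetylcholine (100%) | repeats = singlicate, one well per test compound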
CRFR2-BP ag: agonists of CRF-BP/CRF-R2 complex, primary screen, cell-based, HEK293, calcium dye fluorescence, uHTS; CRF-binding protein / CRF receptor 2 complex (human); AID 588473, 2011; calcium dye fluorescence (FLIPR); percent of saturating CRF peptide response; hit rate 0.46% among 350,000; activation, % at 13.2 µM;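 active means activation of at least 50%, plus an integration ratio under a set limit after plate pattern correction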;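 further: plate controls were neutral control wells without compound for no effect and CRF at EC100 for full effect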
IDE inh: human IDE inhibitors in live cells, primary screen, fluorescence polarization, HEK cells, FAbetaB substrate. inhibition, % at 5.59 µM. Insulin-degrading enzyme (Homo sapiens), P14735. AID 434962, 2010. FAbetaB cleavage. hit rate 0.41% among 320,000;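 active means percent inhibition above the average of all tested compounds plus 3 SD, set per screening campaign, cut at about 16% in these data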;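 further: IDE supplied by intact live HEK cells; FP after avidin binding of uncleaved biotin substrate so inhibition keeps polarization high; 0% = DMSO wells and 100% = 60 µM reference IDE inhibitor Ii1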
Target sequence (P14735 whole entry, looked up): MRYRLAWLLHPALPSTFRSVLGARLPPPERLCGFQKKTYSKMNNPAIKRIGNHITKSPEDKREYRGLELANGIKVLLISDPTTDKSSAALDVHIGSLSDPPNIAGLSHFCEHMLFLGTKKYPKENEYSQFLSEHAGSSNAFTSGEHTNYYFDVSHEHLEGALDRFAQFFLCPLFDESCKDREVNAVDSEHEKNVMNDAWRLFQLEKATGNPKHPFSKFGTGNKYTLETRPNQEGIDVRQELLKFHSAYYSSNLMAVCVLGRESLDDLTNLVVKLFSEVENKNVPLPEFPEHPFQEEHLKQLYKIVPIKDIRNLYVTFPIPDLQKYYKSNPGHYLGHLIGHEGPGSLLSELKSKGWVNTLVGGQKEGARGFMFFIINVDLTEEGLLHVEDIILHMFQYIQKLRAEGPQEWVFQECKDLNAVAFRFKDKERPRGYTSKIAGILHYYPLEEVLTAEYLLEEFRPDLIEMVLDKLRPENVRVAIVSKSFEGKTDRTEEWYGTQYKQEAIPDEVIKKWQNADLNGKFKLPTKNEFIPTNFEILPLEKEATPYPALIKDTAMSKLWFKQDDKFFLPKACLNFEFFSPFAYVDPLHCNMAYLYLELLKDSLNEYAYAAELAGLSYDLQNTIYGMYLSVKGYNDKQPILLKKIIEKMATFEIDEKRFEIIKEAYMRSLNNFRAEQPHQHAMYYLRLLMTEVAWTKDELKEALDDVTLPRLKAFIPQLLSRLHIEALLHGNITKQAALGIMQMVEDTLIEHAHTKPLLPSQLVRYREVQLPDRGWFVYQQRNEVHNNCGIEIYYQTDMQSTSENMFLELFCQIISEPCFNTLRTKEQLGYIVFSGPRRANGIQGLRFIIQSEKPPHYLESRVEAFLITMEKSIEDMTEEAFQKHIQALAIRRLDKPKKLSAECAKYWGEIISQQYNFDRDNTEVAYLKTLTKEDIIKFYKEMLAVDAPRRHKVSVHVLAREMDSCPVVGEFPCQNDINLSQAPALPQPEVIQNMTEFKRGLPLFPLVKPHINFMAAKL
An asterisk follows results filed as active. No enrichment for hits; any-hit rate near 2.9%.

CC12CCCCC1C(C(N)=O)C(=O)O2 (configuration not stated) was read as CHRM4 PAM 4, CHRM5 agonist 7, CRFBP-R2 block 19, M5 antag 3, CHRM4 agonist 1, CHRM4 antagonist -7, M5 PAM 2 and CRFR2-BP ag 0.2.
For CCCOc1ccc(C(=O)c2nc3c(n2O)CCCC3)cc1 the results were CHRM4 PAM -8, CHRM5 agonist 4, CRFBP-R2 block -13, M5 antag 5, CHRM4 agonist 1, CHRM4 antagonist 11, M5 PAM -6, CRFR2-BP ag -1.5 and IDE inh -2.
`CSc1ncccc1C(=O)OCC(=O)NCCC1=CCCCC1` gave CHRM4 PAM 6, CHRM5 agonist -4, CRFBP-R2 block -1, M5 antag 8, CHRM4 agonist 0, CHRM4 antagonist -9, M5 PAM 3, CRFR2-BP ag -3.9 and IDE inh 0.
Screening O=C1CN(c2nc(-c3cccnc3)nc3sc4c(c23)CCCC4)CCN1 returned CHRM4 PAM -12, CHRM5 agonist 0, CRFBP-R2 block -5, M5 antag 11, CHRM4 agonist 15, CHRM4 antagonist -1, M5 PAM -4, CRFR2-BP ag -0.4 and IDE inh 11.
`NS(=O)(=O)c1ccc(CNC(=O)c2cccc(Oc3ccccc3)c2)cc1` gave CHRM4 PAM -10, CHRM5 agonist 1, CRFBP-R2 block 13, M5 antag 22, CHRM4 agonist 19, CHRM4 antagonist 3, M5 PAM -16, CRFR2-BP ag -2.0 and IDE inh 9.
For CCN(CC)C(=O)Cn1cc(C(=O)C(=O)NCCCn2ccnc2)c2ccccc21 the results were CHRM4 PAM -10, CHRM5 agonist -1, CRFBP-R2 block -3, M5 antag 8, CHRM4 agonist 1, CHRM4 antagonist 4, M5 PAM 2, CRFR2-BP ag -0.6 and IDE inh 3.
`O=C(Nc1nnc(-c2ccco2)o1)c1ccc(Br)s1` gave CHRM4 PAM 0, CHRM5 agonist 0, CRFBP-R2 block -4, M5 antag 4, CHRM4 agonist 0, CHRM4 antagonist 1, M5 PAM -1 and CRFR2-BP ag -2.2.
`CN(C(=O)CCCN1C(=O)c2cccc3cccc(c23)C1=O)c1ccccc1` gave CHRM4 PAM -9, CHRM5 agonist -3, CRFBP-R2 block 2, M5 antag -5, CHRM4 agonist 4, CHRM4 antagonist -1, M5 PAM -3, CRFR2-BP ag 0.1 and IDE inh -3.
Screening COc1ccc(-c2cn(-c3ccc(C)c(Cl)c3)c(=S)[nH]2)cc1OC returned CHRM4 PAM -4, CHRM5 agonist -1, CRFBP-R2 block -22, M5 antag 15, CHRM4 agonist 6, CHRM4 antagonist -7, M5 PAM -4, CRFR2-BP ag 1.1 and IDE inh 0.
`Cc1cc(C)c2c(N=NN3CCOCC3)[nH]nc2n1` gave CHRM4 PAM -1, CHRM5 agonist -2, CRFBP-R2 block 10, M5 antag -5, CHRM4 agonist 0, CHRM4 antagonist -3, M5 PAM 3, CRFR2-BP ag -2.3 and IDE inh -5.
`Cc1cc(NCCN(C)C)n2nc(-c3cccs3)cc2n1` gave CHRM4 PAM 3, CHRM5 agonist -2, CRFBP-R2 block 3, M5 antag 6, CHRM4 agonist 0, CHRM4 antagonist -5, M5 PAM -3, CRFR2-BP ag 0.6 and IDE inh 5.
O=C(CCCOc1ccccc1)n1nnc2ccccc21 was read as CHRM4 PAM 4, CHRM5 agonist 2, CRFBP-R2 block 26, M5 antag 2, CHRM4 agonist 0, CHRM4 antagonist -1, M5 PAM 2, CRFR2-BP ag -2.3 and IDE inh -3.
Screening CCOC(=O)[C@H]1[C@H]2COc3ccc(OC)cc3[C@@H]2N2C(=O)c3ccc(C)cc3NC(=O)[C@@]12C returned CHRM4 PAM 3, CHRM5 agonist -3, CRFBP-R2 block -4, M5 antag 2, CHRM4 agonist 4, CHRM4 antagonist -1, M5 PAM 9, CRFR2-BP ag -1.4 and IDE inh 6.
Screening C=C(C)C1CC=C(C)/C(=N\NC(=O)CCC(=O)Nc2ccc(C)c(C)c2)C1 (configuration not stated) returned CHRM4 PAM -6, CHRM5 agonist -3, CRFBP-R2 block -18, M5 antag 5, CHRM4 agonist 0, CHRM4 antagonist -16, M5 PAM 3, CRFR2-BP ag -3.6 and IDE inh 2.
For COc1ccccc1OCc1ccc(C(=O)NC(C)(C)C)o1 the results were CHRM4 PAM -1, CHRM5 agonist 5, CRFBP-R2 block 1, M5 antag 5, CHRM4 agonist 4, CHRM4 antagonist 6, M5 PAM -10, CRFR2-BP ag 3.5 and IDE inh 3.
Screening O=C(NCCC1=CCCCC1)c1ccc2c(c1)N(Cc1ccccc1)C(=O)CS2 returned CHRM4 PAM -27, CHRM5 agonist -9, CRFBP-R2 block -6, M5 antag -1, CHRM4 agonist -1, CHRM4 antagonist 14, M5 PAM -10, CRFR2-BP ag -3.1 and IDE inh 0.
Cc1nc2ccc(NC(=O)N(C)c3ccccc3)cc2s1 was read as CHRM4 PAM -6, CHRM5 agonist 1, CRFBP-R2 block -3, M5 antag 2, CHRM4 agonist 1, CHRM4 antagonist -1, M5 PAM -7, CRFR2-BP ag -1.2 and IDE inh 3.
`Cc1ccc(CNCC(=O)Nc2ccc(C)cc2Br)cc1` gave CHRM4 PAM -2, CHRM5 agonist -2, CRFBP-R2 block -6, M5 antag -2, CHRM4 agonist 0, CHRM4 antagonist -6, M5 PAM 3, CRFR2-BP ag -1.0 and IDE inh 1.
`CCN1C(=O)/C(=C/c2ccc(OC)c(OC)c2)N=C1SCC(=O)NCc1ccco1` gave CHRM4 PAM -5, CHRM5 agonist 0, CRFBP-R2 block 3, M5 antag -4, CHRM4 agonist 1, CHRM4 antagonist -1, M5 PAM -1, CRFR2-BP ag -2.0 and IDE inh 3.
`COC(=O)c1cc2ccccc2n1S(=O)(=O)c1ccccc1` gave CHRM4 PAM -8, CHRM5 agonist -7, CRFBP-R2 block 11, M5 antag 3, CHRM4 agonist -2, CHRM4 antagonist -5, M5 PAM 2, CRFR2-BP ag -0.8 and IDE inh 1.
`CCc1c(-c2n[nH]c(=S)n2Cc2ccccc2)csc1C` gave CHRM4 PAM -2, CHRM5 agonist -9, CRFBP-R2 block -3, M5 antag -5, CHRM4 agonist -2, CHRM4 antagonist 6, M5 PAM -2, CRFR2-BP ag 0.1 and IDE inh 4.
For Cn1nc(/C=C/c2ccccc2)ccc1=O the results were CHRM4 PAM -4, CHRM5 agonist 0, CRFBP-R2 block -11, M5 antag 9, CHRM4 agonist 1, CHRM4 antagonist 3, M5 PAM 1, CRFR2-BP ag -4.9 and IDE inh 6.
N#CC(=C1CCCC1)c1nc(-c2ccccc2O)cs1 was read as CHRM4 PAM 5, CHRM5 agonist 0, CRFBP-R2 block -1, M5 antag 0, CHRM4 agonist 2, CHRM4 antagonist -4, M5 PAM 0, CRFR2-BP ag 2.2 and IDE inh 0.
`Cc1cc(C)nc(Nc2ncc(O)n2-c2ccc(C)c(Cl)c2)n1` gave CHRM4 PAM -6, CHRM5 agonist -6, CRFBP-R2 block -1, M5 antag 4, CHRM4 agonist 2, CHRM4 antagonist 3, M5 PAM 0, CRFR2-BP ag 0.4 and IDE inh -2.
`COc1cc(-c2noc(-c3cccc(Cl)c3)n2)cc(OC)c1OC` gave CHRM4 PAM -8, CHRM5 agonist -2, CRFBP-R2 block 26, M5 antag 6, CHRM4 agonist 0, CHRM4 antagonist 10, M5 PAM -1, CRFR2-BP ag 0.2 and IDE inh -4.
For COC(=O)N1CCN(c2ccc(OC)cc2)CC1 the results were CHRM4 PAM -2, CHRM5 agonist -2, CRFBP-R2 block -16, M5 antag 4, CHRM4 agonist 0, CHRM4 antagonist 11, M5 PAM 0, CRFR2-BP ag 0.0 and IDE inh 1.
O=C(C1=C[C@@H]2[C@H]3C(=O)N(c4ccc(Cl)cc4)C(=O)[C@H]3[C@@H](C(=O)c3ccc(Cl)cc3)N2C=C1)c1ccccc1 was read as CHRM4 PAM -3, CHRM5 agonist 0, CRFBP-R2 block 4, M5 antag -4, CHRM4 agonist 1, CHRM4 antagonist -5, M5 PAM 2, CRFR2-BP ag 5.1 and IDE inh 0.
Screening C/C(=N\OCc1ccc(C#N)cc1)c1ccccc1 returned CHRM4 PAM 6, CHRM5 agonist -7, CRFBP-R2 block 10, M5 antag 3, CHRM4 agonist 0, CHRM4 antagonist -12, M5 PAM -1, CRFR2-BP ag -0.5 and IDE inh -10.
COc1ccc(NC(=S)Nc2cccc([N+](=O)[O-])c2)cc1 was read as CHRM4 PAM 3, CHRM5 agonist 2, CRFBP-R2 block 9, M5 antag 0, CHRM4 agonist 4, CHRM4 antagonist 6, M5 PAM -2, CRFR2-BP ag -0.1 and IDE inh -1.
For O=C(O)CCC1(CCC(=O)O)c2ccccc2-c2ccccc21 the results were CHRM4 PAM 6, CHRM5 agonist 1, CRFBP-R2 block 5, M5 antag 3, CHRM4 agonist 1, CHRM4 antagonist -7, M5 PAM -3, CRFR2-BP ag -0.4 and IDE inh 4.
`COC(=O)[C@]1(C)N[C@H](c2ccc(SC3CCCCC3)cc2)[C@@H]2C(=O)N(C)C(=O)[C@@H]21` gave CHRM4 PAM 0, CHRM5 agonist 0, CRFBP-R2 block 0, M5 antag 4, CHRM4 agonist 6, CHRM4 antagonist -3, M5 PAM -1, CRFR2-BP ag -1.0 and IDE inh -1.
Screening CCN1CCN(c2c(Cl)cccc2NC(=O)c2cc3ccccc3o2)CC1 returned CHRM4 PAM 12, CHRM5 agonist -6, CRFBP-R2 block -15, M5 antag -9, CHRM4 agonist 5, CHRM4 antagonist -22, M5 PAM -2, CRFR2-BP ag -0.9 and IDE inh 2.
Screening Cc1c(C(=O)O)oc2ccc(S(=O)(=O)NCCC3=CCCCC3)cc12 returned CHRM4 PAM 22, CHRM5 agonist -1, CRFBP-R2 block -4, M5 antag -5, CHRM4 agonist 1, CHRM4 antagonist -20, M5 PAM 0, CRFR2-BP ag 7.9 and IDE inh -3.
`CCc1ccc(/C=C/c2c([N+](=O)[O-])c(=O)n(C)c(=O)n2C)cc1` gave CHRM4 PAM -5, CHRM5 agonist -8, CRFBP-R2 block 11, M5 antag -3, CHRM4 agonist 2, CHRM4 antagonist -8, M5 PAM -1, CRFR2-BP ag -2.5 and IDE inh 9.
`CCc1ccc(-c2nc(CS(=O)CC(=O)NC3CCCCCC3)c(C)o2)cc1` (configuration not stated) gave CHRM4 PAM 4, CHRM5 agonist -6, CRFBP-R2 block -4, M5 antag 11, CHRM4 agonist 1, CHRM4 antagonist 1, M5 PAM 0, CRFR2-BP ag 0.8 and IDE inh 9.
CN(C)C(CNc1ccc(C(F)(F)F)cn1)c1ccccc1 (configuration not stated) was read as CHRM4 PAM -4, CHRM5 agonist -7, CRFBP-R2 block -38, M5 antag 22, CHRM4 agonist 4, CHRM4 antagonist -1, M5 PAM -11, CRFR2-BP ag 3.3 and IDE inh -4.
